# Screening data (PubChem BioAssay)
# HCMV inh = human cytomegalovirus inhibition; AID 1259415; HFF cells, HCMV-luciferase reporter, 72 h; stronger effect = lower value; hit rate 4.5% among 410,000; activity change, negative = inhibition, % at 57.5 µM; in the data active = activity change below about -60%; inconclusive = no clear call, values can overlap the other calls; inactive = above about -39%
#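 Two compound doses tested in HFFs infected with HCMV-luciferase, MOI 1 PFU/cell, 72 h at 37C. Lysate luminescence read with OneGlo; data normalized against buffer-only and 10uM Salinomycin inhibitor controls.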
# AMA1 RON2 block = disrupts binding of P. falciparum AMA1 to RON2. AlphaScreen AMA1-biotinylated RON2 peptide binding. hit rate 0.2% among 360,000. Potency, µM (titrated, usually from 58.2 µM), for the others: at the top dose activity change, negative = inhibition, actives largely listed as inhibitors;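 also: potency is read from the fitted curve at half-maximal effect; 0% = vehicle wells and -100% = peptide control; nearly all actives have a fitted effect of over 45% in size; some results filed as inactive show a strong effect at the top dose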
#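 AMA1 (3D7) with his tag at 25 nM final met compounds first, then biotinylated RON2 peptide at 25 nM; detection used donor plus acceptor beads, 10 µg/mL apiece, read by AlphaScreen after 30 min at room temperature.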
# AmpC detergent = blocks E. coli AmpC beta-lactamase in detergent assay; AmpC hydrolysis of nitrocefin, absorbance 480 nm, 0.01% Triton; P00811; Potency, µM (doses to about 114 µM), without a hit: top-dose activity change, negative = inhibition, actives largely listed as inhibitors; AID 485294; hit rate 0.041% among 370,000;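 also: potency is read from the fitted curve at half-maximal effect; 0% = no-compound wells and -100% = no-enzyme wells; nearly all actives have a fitted effect of over 25% in size; some results filed as inactive show a strong effect at the top dose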
# Target sequence (P00811 whole entry, looked up): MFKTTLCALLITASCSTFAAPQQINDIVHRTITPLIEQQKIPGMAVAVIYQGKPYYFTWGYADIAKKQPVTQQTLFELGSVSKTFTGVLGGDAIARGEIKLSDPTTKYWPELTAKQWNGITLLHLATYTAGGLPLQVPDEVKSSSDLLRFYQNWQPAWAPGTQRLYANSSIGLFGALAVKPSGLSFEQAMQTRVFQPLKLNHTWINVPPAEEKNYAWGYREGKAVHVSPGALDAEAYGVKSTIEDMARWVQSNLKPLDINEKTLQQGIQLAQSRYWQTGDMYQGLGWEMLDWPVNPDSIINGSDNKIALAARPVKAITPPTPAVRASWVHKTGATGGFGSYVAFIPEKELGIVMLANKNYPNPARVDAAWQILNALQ
#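 20 mM phosphate pH 7.0 + 0.01% (detergent screen) or 0.0001% Triton X-100; 5.3 nM AmpC reagent; cpd preinc 15 min RT; nitrocefin (800 uM stock) to start; A480 q20 s × 4 min; Activity was normalised to no-enzyme and no-compound control wells.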
# Giardia FBPA inh = inhibitors of Giardia lamblia fructose-1,6-bisphosphate aldolase | A8B2U2 | hit rate 0.71% among 290,000 | AID 2451 | purified Giardia FBPA | Potency, µM (doses to about 59.6 µM), without a hit: at the highest dose activity, negative = inhibition, actives largely listed as inhibitors; also: potency is read from the fitted curve at half-maximal effect; nearly all actives have a fitted effect of over 55% in size
# Target sequence (A8B2U2 whole entry, looked up): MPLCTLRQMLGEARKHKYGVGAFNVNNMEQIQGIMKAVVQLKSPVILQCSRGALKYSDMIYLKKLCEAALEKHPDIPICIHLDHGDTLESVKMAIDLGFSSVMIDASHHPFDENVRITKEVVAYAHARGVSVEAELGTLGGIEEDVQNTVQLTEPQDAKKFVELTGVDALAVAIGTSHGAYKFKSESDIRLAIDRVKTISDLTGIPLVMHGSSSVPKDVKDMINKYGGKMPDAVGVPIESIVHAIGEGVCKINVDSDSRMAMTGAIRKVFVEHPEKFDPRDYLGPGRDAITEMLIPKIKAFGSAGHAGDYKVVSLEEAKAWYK
#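 40 nM FBPA preincubated 10 min at RT with compound (up to 57.5 uM final), then substrate plus GAPDH/TPI/NAD/arsenate coupling and diaphorase/resazurin added. Fluorescence read after 20 min at RT, 525/598 nm.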
# AmpC inh no detg = AmpC beta-lactamase inhibition without detergent. P00811. AmpC nitrocefin hydrolysis, absorbance 480 nm, 0.0001% Triton. Potency, µM (doses to about 57.1 µM), for inactives: at the top dose activity change, negative = inhibition, most hits filed as inhibitors. hit rate 0.52% among 330,000;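 also: potency is read from the fitted curve at half-maximal effect; plate controls were no compound for no effect and no enzyme for full effect; nearly all actives have a fitted effect of over 20% in size; some results filed as inactive show a strong effect at the top dose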
#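 20 mM phosphate pH 7.0 + 0.01% (detergent screen) or 0.0001% Triton X-100; 5.3 nM AmpC reagent; cpd preinc 15 min RT; nitrocefin (800 uM stock) to start; A480 q20 s × 4 min; Activity was normalised to no-enzyme and no-compound control wells.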
# Sm TGR inh = inhibitors of Schistosoma mansoni thioredoxin glutathione reductase | Q962Y6 | purified TGR, DTNB reduction, TNB absorbance 405 nm | Potency, µM (highest dose often 114 µM), without a hit: top-dose activity change, negative = inhibition, actives largely listed as inhibitors | hit rate 3% among 360,000; also: potency is read from the fitted curve at half-maximal effect; nearly all actives have a fitted effect of over 60% in size
#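 Kinetic colorimetric format: TGR-catalysed, NADPH-driven DTNB reduction monitored via TNB absorbance. Enzyme dispensed at 20 nM; compound exposure 15 min at room temperature before reaction start.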
# * marks the source's active call; other numbers are inactive results; ? = inconclusive; · = no result given; & = joins results of further samples; ! = not active in a repeat; [ ] = remark or other dose. Unless noted, calls follow the shape of the dose curve; as a rule, active = well fitted curve in the direction sought with a large enough effect; inconclusive = small, poorly fitted or top-dose-only effect, or another doubt; inactive = no such curve, though single readings can be large; an effect the other way counts as inactive or inconclusive. Unless noted, % is scaled to controls: 0 for no effect and ±100 for the full control effect.
# Every second line gives: AmpC inh no detg, AmpC detergent, HCMV inh, Giardia FBPA inh, Sm TGR inh, AMA1 RON2 block
- FC(F)(F)c1cc(C(F)(F)F)n2nc(-c3sccc3-n3cccc3)cc2n1
→ -28%, ?, -20, -2%, -17%, -2%
- COc1ccc(NC(=O)CN2C(=O)CCn3nc(-c4cccn4C)cc32)cc1Cl
→ ·, 5%, 1, ·, -22%, ·
- COc1ccc2c(c1)-c1nc(NC(=O)c3ccc(C)cc3)sc1CC2
→ ·, 22%, 68, ·, 4%, ·
- CCc1ccc(NC(=O)CSc2nc(C)c(C(=O)Nc3ccc(Cl)cc3)c(-c3ccc(OC)cc3)c2C#N)cc1
→ ·, 0%, 11, ·, ?, ·
- Cc1ccc(C)c(C(=O)CN2Cc3ccccc3C2=O)c1
→ -11%, 4%, 27, 0%, -8%, -7%
- CCOc1c2ccc(C(=O)NCCc3ccc(C)cc3)cc2nn1CC
→ -9%, -4%, 27, -2%, -7%, -3%
- Cc1ccc(S(=O)(=O)N2CCC3(CC2)OCCN3S(=O)(=O)c2cccs2)cc1
→ -29%, -13%, -24, ·, 5%, -15%
- Cc1ccccc1C(=O)Nc1nnc(SCc2cc(=O)c3c(C)ccc(C)c3[nH]2)s1
→ ·, -9%, 20, ·, 15%, ·
- CC(=O)c1cc2c(cc1NC(=O)C1CC=CCC1C(=O)O)OCO2 (stereo unspecified)
→ -12%, ?, 56, 5%, 4%, -11%
- CC1CCN(c2nc3c(c(=O)n(C)c(=O)n3C)n2CCSc2nc3ccccc3s2)CC1
→ 15%, -9%, -34, -3%, 1%[11.4 µM], -3%
- COC(=O)c1ccc(C)c(NC(=O)CCSc2ccccc2)c1
→ -20%, 3%, 4, 1%, -6%, -6%
- CSc1ccccc1NC(=O)COC(=O)c1ccc(O)cc1
→ -50%, -8%, 34, 4%, 1%, -5%
- COC(=O)C1=C(c2ccccc2)c2ccccc2S(=O)(=O)N1CC(=O)Nc1ccccc1Cl
→ ·, -3%, -11, ·, 2%, ·
- O=C1COc2ccc(S(=O)(=O)NCc3ccccc3)cc2N1
→ -2%, -6%, -13, -4%, -3%, 3%
- CCOC(=O)C1(Cc2ccccc2)CCCN(Cc2cnn(CC)c2)C1 (stereo unspecified)
→ -5%, 3%, 25, 1%, 5%, -6%
- Nn1cc(-c2ccccc2)nc1SCC(=O)Nc1cccc(S(N)(=O)=O)c1
→ -37%, 1%, 73, -8%, 21%, -2%
- CCc1ccccc1NC(=O)COc1ccc(N2CC(C(N)=O)CC2=O)cc1 (stereo unspecified)
→ -3%, 2%, -29, 17%, 0%, 12%
- CCCC(=O)c1ccc(N2CCC(C)CC2)c(F)c1
→ -11%, -1%, -23, 4%, 7%, 16%
- Cc1ccc(C(=O)CSc2nnc(COc3ccc(C#N)cc3)n2-c2ccccc2)cc1
→ -49%, -1%, -1, 1%, -2%, 18%
- COC(=O)c1sc(N)c(C(=O)OC)c1COC(=O)c1c(C)noc1C
→ 95%[activator], -13%, 11, -2%, -8%, 3%
- O=C(NCCOc1ccc(F)cc1)C1CCN(S(=O)(=O)c2ccccc2)CC1
→ 20%, -3%, 15, 3%, -4%, 1%
- CCCCCC1CCC(C(=O)N2CCOCC2)CC1 (stereo unspecified)
→ 65%[activator], ?, -11, 0%, -18%, -12%
- Cc1ccn2c(=O)c(NC(=O)c3cccs3)c(C)nc2c1
→ -1%, -11%, 2, ·, -8%, 0%
- Cc1cc(C)n(C(C)CNC(=O)c2ccc3c(c2)OCO3)n1 (stereo unspecified)
→ -13%, 5%, 44, 1%, 29%, -14%
- CCOc1ccccc1NS(=O)(=O)c1ccc(-n2cccn2)cc1
→ -16%, -10%, -1, -2%, 10%, 12%
- CCOc1ccc(/C=C2\SC(=S)N(NS(=O)(=O)c3ccccc3)C2=O)cc1OC
→ -56%, 2%, 0, 11%, 5%, -11%
- Cc1ccc(-n2c3c(cc(C(=O)NC4CCSC4=O)c2=O)C(=O)CC(C)(C)C3)cc1 (stereo unspecified)
→ 23%, ?, -11, 0%, 0%, 3%
- COc1ccc(CCN2CC(C(=O)NCC(c3ccccc3)N(C)C)CC2=O)cc1OC (stereo unspecified)
→ 5%, ·, 23, ·, ·, 9%
- O=S1(=O)CCOC[C@H](CC2CCCCC2)N1Cc1ccccc1F
→ 31%, -14%, -27, 8%, -3%, -2%
- COc1ccc(/C=C/C(=O)NCC(=O)N/N=C/c2cccnc2)cc1
→ -16%, ?, -24, 9%, 4%, 5%
- Cc1nc2ccc(S(=O)(=O)NCC(=O)NCc3ccc(Cl)cc3)cc2s1
→ 28%, -2%&15%, -69*!, ·, -12%&0%, 7%
- Cc1cc(C)cc(NC(=O)Nc2ccc(N3CCCCC3)cc2)c1
→ 16µM*, 7%, -24, -2%, -12%, -8%
- O=C(Nc1cc(Cl)cc(Cl)c1)C(NCCO)c1ccccc1 (stereo unspecified)
→ -18%, -1%, 31, ?, -20%, -22%
- Oc1ccc(-c2csc(Nc3ncccn3)n2)cc1
→ 67%[activator], 1%, 23, -7%, 6%, -4%
- CCOc1ccc(S(=O)(=O)NC2CCCC2)cc1
→ 124%[activator], 2%, 171, ·, 1%, 15%
- Cc1ccc(NC(=O)CC2S/C(=N/N=C3/NC(=O)CS3)NC2=O)cc1 (stereo unspecified)
→ 16%, -1%, 16, -4%, 0%, 27%
- CCOc1ccc2nc(/N=C/c3c(C)[nH]n(-c4ccc(C)cc4)c3=O)sc2c1
→ -6%, ?, 143, 21%, 3%, 1%
- CCOc1ccc(-n2nc3ccc(NC(=O)CC)cc3n2)cc1
→ 1%, 1%, 39, -11%, -30%, 0%
- Cc1ccccc1C(=O)OC(C)CN1CCOCC1 (stereo unspecified)
→ 9%, -2%, 66, -3%, 5%, -5%
- COc1ccc(Nc2nnc(SCC(=O)Nc3cc(C)on3)s2)cc1
→ -23%, -7%, -36, 0%, -3%, 16%
- CCOC(=O)C1=C(c2ccccc2)NC(SCC(=O)NC2CCCCC2)=C(C#N)C1c1ccco1 (stereo unspecified)
→ -46%, ?, -33, -1%, -5%, -2%
- COc1ccc(N(C=O)C(=S)SC)cc1
→ -20%, -5%, -16, 2%, ?, -8%
- CS(=O)(=O)N(CC(=O)Nc1ccc(S(=O)(=O)N2CCCC2)cc1)c1cccc(F)c1
→ -39%, 3%, -5, -1%, 5%, 0%
- CC(C)(C)OC(=O)N1CCC(C(=O)O)CC1
→ -7%, -10%, 38, -2%, 0%, -13%
- COC(=O)c1cc(NC(=O)Cc2coc3cc(OC)ccc23)cc(C(=O)OC)c1
→ -29%, -7%, 2, 0%, -17%, 10%
- CCOC(=O)c1scc(-c2ccccc2)c1S(=O)(=O)N1CCN(c2ccccc2OC)CC1
→ ·, 15%, -19, ·, -1%, ·
- Cc1cccc(NC(=O)c2ccc([N+](=O)[O-])o2)c1
→ -27%, 5%, -30, -17%, 32µM*, 0%
- CN(C)S(=O)(=O)c1cccc(NC(=O)c2cc3c(=O)n4ccccc4nc3s2)c1
→ -12%, ?, -27, 1%, 0%, 3%
- CCOc1ccc2nc(SC3CC(=O)N(c4ccc(OC)cc4OC)C3=O)sc2c1 (stereo unspecified)
→ 107%[activator], 0%, 50, -9%, ·, 56%[activator]
- COc1ccc(CCNC(=O)CN(C)S(=O)(=O)c2ccc(Br)s2)cc1OC
→ 26%, 0%, -17, 7%, 0%, 11%
- CC(=O)N1c2ccc(S(=O)(=O)NCCC(=O)Nc3ccc(C)cn3)cc2CC1C (stereo unspecified)
→ -12%, ?, -6, 12%, 8%, -8%
- CC1CCc2c(sc(NC(=O)CSc3ncnc4c3cnn4-c3ccccc3Cl)c2C#N)C1 (stereo unspecified)
→ -40%, -13%, -13, 0%, -18%, -4%
- CCC(=O)N(C)CCc1cc2c(c(OC)c1/C=N/NS(=O)(=O)c1ccc(C)cc1)OCO2
→ 16%, 1%, -14, -7%, -28%, 0%
- CCCSCCCNC(=O)C1CCN(c2nc3ccccc3nc2C(F)(F)F)CC1
→ ·, 1%, -11, ·, -7%, ·
- COc1ccc(NCc2ccsc2)cc1
→ -6%, 3%, -16, -5%, -1%, ?
- Cc1cc(Nc2cccc(Cl)c2)nc2ccc(NC(=O)c3cccnc3)cc12
→ ·, 6%, -98*, ·, 4%, ·
- CC(C)(C)CC(=O)N[C@@H](Cc1ccccc1)c1nc2ccccc2[nH]1
→ -25%, ?, ·, -29%, 5%, -10%
- CCn1c(C)nc([N+](=O)[O-])c1C(=O)O
→ -11%, -1%, 0, 1%, 0%, 19%
- COc1ccc(S(=O)(=O)NC2CCCCC2)cc1C
→ -27%, -11%, -31, 8%, 0%, -11%
- Cc1cc2ncn(CCOc3ccccc3C#N)c2cc1C
→ 198%[activator], 2%, 34, 1%, -9%, 5%

# In the list so far, these have a COOH group:
# Every second line gives: AmpC inh no detg, AmpC detergent, HCMV inh, Giardia FBPA inh, Sm TGR inh, AMA1 RON2 block
- CC(=O)c1cc2c(cc1NC(=O)C1CC=CCC1C(=O)O)OCO2 (stereo unspecified)
→ -12%, ?, 56, 5%, 4%, -11%
- CC(C)(C)OC(=O)N1CCC(C(=O)O)CC1
→ -7%, -10%, 38, -2%, 0%, -13%
- CCn1c(C)nc([N+](=O)[O-])c1C(=O)O
→ -11%, -1%, 0, 1%, 0%, 19%

# The list continues.
# Every second line gives: AmpC inh no detg, AmpC detergent, HCMV inh, Giardia FBPA inh, Sm TGR inh, AMA1 RON2 block
- COc1ccc(OC)c(C2=NOC(C(=O)Nc3cccc(C(C)=O)c3)C2)c1 (stereo unspecified)
→ -1%, 3%, 3, 8%, -24%, -6%
- Cc1ccc(CNC(=O)C(C(=O)NCc2ccc(C)o2)c2ncc(C(F)(F)F)cc2Cl)o1
→ -2%, 3%, -4, 3%, ?, -6%
- CCCCn1c(N)c(N(CCC(C)C)C(=O)C2CCCN(C(=O)c3ccc(Cl)cc3)C2)c(=O)[nH]c1=O (stereo unspecified)
→ 19%, -21%, -16, ·, -18%, -1%
- Cc1ccccc1NCC(=O)Nc1cc(S(=O)(=O)N2CCCCC2)ccc1C
→ -33%, 0%, -17, ·, -1%, 3%

# Gathered by group: the compounds so far with a nitro group on carbon (two)
# Every second line gives: AmpC inh no detg, AmpC detergent, HCMV inh, Giardia FBPA inh, Sm TGR inh, AMA1 RON2 block
- Cc1cccc(NC(=O)c2ccc([N+](=O)[O-])o2)c1
→ -27%, 5%, -30, -17%, 32µM*, 0%
- CCn1c(C)nc([N+](=O)[O-])c1C(=O)O
→ -11%, -1%, 0, 1%, 0%, 19%
